Compound activity as filed in PubChem BioAssay.
DENV2 CPE: protects cells from dengue virus 2 cytopathic effect. DENV2-infected cells, cytopathic effect rescue, plate reader. CPE inhibition, % at 9.99 µM. hit rate 1.7% among 350,000. AID 651640; in the data active means CPE inhibition above about 20%, passing the limit was not always enough; inconclusive means no clear call, values can overlap the other calls; tested in BHK-21 cells;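 further: 0% = median of neutral control wells and 100% = median of positive control wells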
RAD54 inh: RAD54 (human) branch migration inhibition; Q92698; RAD54 Holliday junction branch migration, FAM/BHQ fluorescence; inhibition, % at 10.4 µM; hit rate 0.14% among 360,000; AID 602329;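 active means mean normalized replicate activity at least 40 and at least half of replicates scoring 40 or more; inconclusive means only one of the two criteria met; inactive means mean below 40 and under half of replicates reaching 40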;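 further: 0% = median of neutral control wells and 100% = median of positive control wells; inhibitors cause a drop in the FAM fluorescence signal; in these data hits start at about 50%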
Casp6 inh: inhibitors of human caspase-6 | hit rate 0.53% among 350,000 | inhibition, % at 12.5 µM | purified caspase-6, Z-VEID-R110 cleavage fluorescence;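 active means mean inhibition across replicates at least about 35%, with every replicate also reaching that limit, limit read from the data; inconclusive means only one of the two criteria met; inactive means neither criterion met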;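 further: 0% = median of neutral control wells and 100% = no fluorescence left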
Target sequence (P55212 24-179 limits assumed): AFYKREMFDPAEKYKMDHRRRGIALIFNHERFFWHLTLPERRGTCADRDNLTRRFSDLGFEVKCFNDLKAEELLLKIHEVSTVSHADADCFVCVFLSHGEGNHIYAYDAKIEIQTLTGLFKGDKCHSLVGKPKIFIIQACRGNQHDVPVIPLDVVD
Target sequence (P55212 194-293 limits assumed): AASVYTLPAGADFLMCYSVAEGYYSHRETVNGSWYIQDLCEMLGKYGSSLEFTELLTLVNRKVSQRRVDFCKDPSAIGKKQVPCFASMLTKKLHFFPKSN
GSIS activator: GLuc luminescence reporter in INS-1E cells, primary screen for activators of glucose-dependent secretion of insulin; INS-1E GLuc reporter insulin secretion, 2-3 h; activation, % at 16.6 µM; hit rate 0.61% among 370,000; AID 743287;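 active means lowest replicate activation of at least 40%, so every replicate reaches that level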;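 further: 0% = median of neutral control wells and 100% = median of IBMX positive control wells; some compounds called inactive have numbers as strong as hits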
XiGFP reactiv: X-chromosome reactivation activator; activation, % at 7.58 µM; XiGFP mouse fibroblasts, % GFP-positive cells imaging, 3 d; cells co-treated with 5-aza-dC sensitizer; scaled so ellipticine positive control = 100%; hit rate 0.055% among 360,000; AID 743238;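 active means mean normalized replicate activation at least 10% and every replicate at or above 10%; inconclusive means only one of the two criteria met; inactive means mean below 10% and not all replicates reach 10%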;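 further: 0% = median of on-plate neutral control wells and 100% = ellipticine 6 µM median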
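System: XiGFP fibroblasts, SV40-immortalized. Medium: DMEM plus 5-aza-dC sensitizer. Doses: single point. Timing: 3 d treatment, 15 min room-temperature fixation. Control set: ellipticine 6 µM.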
RAD52 inh: RAD52 (human) annealing inhibition | inhibition, % at 18.7 µM | P43351 | recombinant RAD52 DNA annealing, FRET fluorescence | AID 651710 | hit rate 0.46% among 360,000;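 active means every replicate showing at least 50% inhibition; inconclusive means mean inhibition at least 50% but not in every replicate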
Target sequence (P43351 whole entry, looked up): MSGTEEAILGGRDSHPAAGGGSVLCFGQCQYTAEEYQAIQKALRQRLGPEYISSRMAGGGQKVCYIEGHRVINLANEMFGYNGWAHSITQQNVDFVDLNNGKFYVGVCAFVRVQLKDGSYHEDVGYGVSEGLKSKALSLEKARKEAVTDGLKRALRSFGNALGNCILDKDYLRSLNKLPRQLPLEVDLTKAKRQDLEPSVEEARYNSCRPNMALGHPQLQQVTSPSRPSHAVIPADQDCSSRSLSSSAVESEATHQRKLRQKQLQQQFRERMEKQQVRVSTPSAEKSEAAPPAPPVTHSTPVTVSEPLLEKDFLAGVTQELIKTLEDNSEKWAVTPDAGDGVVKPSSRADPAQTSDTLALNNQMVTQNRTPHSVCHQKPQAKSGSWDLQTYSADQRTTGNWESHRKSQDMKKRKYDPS
E-selectin induc: induces E-selectin expression in human endothelial cells; P16581; HUVEC E-selectin immunofluorescence imaging; normalized: neutral wells 0, TNF-alpha wells 100; activation, % at 7.58 µM; hit rate 0.37% among 260,000;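 active means mean E-selectin-positive cell signal at least 10% of the positive control, reached in at least 60% of replicates, without over 20% cell loss; inconclusive means no rule given, readout overlaps actives, possibly toxicity-flagged; inactive means the rest, including those meeting only one limit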;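 further: in these data hits start at about 27%; measured in HUVEC primary endothelial cells; signal is the percent of cells scored E-selectin positive by PE staining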
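material = human umbilical vein endothelial cells (HUVEC), E-selectin induction | quantity = 3,000 cells/well | medium = EGM-2 growth medium on 0.1% gelatin-coated wells | technique = immunofluorescence imaging | read-out basis = % PE-positive cells | control set = TNF-alpha positive control, DMSO neutral control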
F508del corr: correctors of CFTR F508del function in bronchial epithelial cells; CFBE cells, YFP halide quenching; stimulated with forskolin plus potentiator P3; % fluorescence drop versus neutral controls; activity (quench increase), % at 7.58 µM; hit rate 0.36% among 350,000;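 active means mean added fluorescence quench of at least 8% versus neutral control, with both replicates also reaching 8%; inconclusive means only one of the mean or replicate conditions met; inactive means mean below 8% and not both replicates reaching 8%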;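 further: cells transiently co-express mutant CFTR-F508del with the halide-sensitive YFP; corrector assay measuring rescue of mutant channel to the surface after 24 h compound exposure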
Starred values were filed as active, the others as inactive; u = inconclusive; x = not tested or not shown; & = joins results of further samples; ! = not active in a repeat.

SMILES	DENV2 CPE	RAD54 inh	Casp6 inh	GSIS activator	XiGFP reactiv	RAD52 inh	E-selectin induc	F508del corr
CC(C)C[C@H](NC(=O)C1CC(=O)N(c2ccc3c(c2)OCCO3)C1)C(=O)N1CCCCC1 (some centres undefined)	-6	-8	5	-8	0.0	-5	x	3.9
CCCCN(C)C(=O)C(Cc1ccccc1)NS(=O)(=O)c1ccc2c(c1)CCC(=O)N2 (centres undefined)	-8	-8	4	4	0.2	-11	x	2.0
COc1cccc(C(=O)NC(=S)Nc2ccc(Cl)cc2C(=O)O)c1	5	-1	6	10	0.0	-25	0.5	-0.4
COc1ccc2c3c([nH]c2c1)[C@@H](CO)N(Cc1ccncc1)CC31CCN(C(=O)CN(C)C)CC1	18	x	x	27	0.3	-25	-0.3	2.4
CCCc1ccc2oc(C(=O)N3CCC(N4CCCC(O)C4)CC3)c(C)c2c1 (centres undefined)	19	7	-5	12	0.0	-11	x	0.4
CC(C)NC(=O)N1[C@H](CO)[C@H](c2ccccc2)C12CN(C(=O)Cc1ccccc1)C2	5	x	-2	-3	0.3	-13	-0.3	-0.3
CCC(C)NC(=O)C1CCN(S(=O)(=O)N2CCC3(CC2)OCCO3)CC1 (centres undefined)	0	x	-1	31	0.0	-3	x	-0.9
Cc1cccc(C(=O)OCC(=O)NC(=O)NC2CCCCC2)c1	10	-2	7	0	0.1	-8	0.0	-0.3
CCNC(=O)C1(C)CCN(C(=O)c2c(F)cccc2F)C1 (centres undefined)	-8	-2	0	-4	0.0	-10	0.0	2.7
C[C@H](CO)N1C[C@H](C)[C@@H](CN(C)C(=O)Nc2ccc(C(F)(F)F)cc2)Oc2ccc(NS(=O)(=O)c3cn(C)cn3)cc2C1=O	12&7	0&3	0&-1	8&-7	0.1&-0.5	-9&-9	9.1&0.0	-1.7&0.4
CC(C)c1ccc(C2(C)NC(=O)N(CC(=O)NCC3COc4ccccc4O3)C2=O)cc1 (centres undefined)	-2	-4	0	-42	0.0	1	x	-4.1
CN(C)c1cc[n+](/C(C(=S)Nc2ccc(SC(F)F)cc2)=C(/[O-])c2ccccc2)cc1	-9	0	-4	x	0.1	-14	-0.1	0.6
CC(=O)Nc1ccc(S(=O)(=O)Oc2ccc(C=O)cc2)cc1	x	-12	x	-8	-0.2	x	-0.4	x
FC(F)(F)c1cc(NC2CCCCC2)ccn1	2	14	9	21	0.1	-8	x	0.9
COC(=O)c1cccc(NC(=O)CSc2nnc(-c3ccco3)o2)c1	0	12	-3	-3	0.2	-12	x	-0.9
COc1cccc(CN2CCNC(=O)C2CC(=O)NC2Cc3ccccc3C2)c1 (centres undefined)	2	x	4	1	0.2	-37	x	-1.1
COCCN1C(=O)N(c2ccccc2)C(=O)C1CC(=O)Nc1cc(OC)cc(OC)c1 (centres undefined)	0	1	1	-3	0.3	-11	0.0	2.2
Cc1ccc(C)c(NC(=S)N=Nc2c(O)n(C)c3ccc(S(=O)(=O)N4CCOCC4)cc23)c1	4	x	x	3	0.2	-15	0.0	4.4
C=CCn1c(CCc2ccc(OC(C)C)cc2)n[nH]c1=S	-3	x	0	-1	0.4	-10	-0.7	x
CNC[C@H]1Oc2ccc(NC(=O)Nc3c(C)noc3C)cc2C(=O)N([C@@H](C)CO)C[C@H]1C	-5	11	1	9	-0.2	0	0.0	2.2
CC(=O)c1ccc(S(=O)(=O)N2CCN(C(=O)c3ccc(N)c([N+](=O)[O-])c3)CC2)cc1	-9	6	-1	-4	0.0	-20	1.5	0.0
COc1ccc(CC(=O)NCC(=O)N=Nc2c(O)[nH]c3ccccc23)cc1	-1	-2	-6	6	0.0	-10	x	-1.8
Cc1ccc2c(CN3CCCCC3CCO)cc(=O)oc2c1 (centres undefined)	-1	11	-6	13	0.1	-50	x	2.1
CCC(=O)c1ccc(OCC(=O)OCC(=O)NCC2CCCCC2)cc1	u	x	4	19	0.0	-4	x	-0.8
Nc1c(C(=O)NCc2ccc3c(c2)OCO3)nnn1CC(=O)Nc1ccc(Br)cc1	-9	6	-2	-1	0.1	-24	x	-0.4
COCC#Cc1cnc2c(c1)C(=O)N([C@@H](C)CO)C[C@@H](C)[C@@H](CN(C)C(=O)Cc1ccccc1)O2	4	-8	0	7	-0.6	-5	-0.1	0.0
COc1ccccc1CNC(=O)CC12CC3CC(CC(Br)(C3)C1)C2	10	-6	-2	-5	0.6	-16	0.0	-0.5
CCC(=O)Nc1ccc2c(c1)C(=O)N(C)[C@@H]1CC[C@@H](CC(=O)NCCCN(C)C)O[C@H]1CO2	u	-4	1	-7	-0.1	1	0.1	-2.6
Cc1ccc2nc(-c3ccc(Cl)cc3)c(Cc3ccccn3)n2c1	4	x	2	12	0.7	-56	0.5	-2.0
COCCNC(=O)C(c1ccc(F)cc1)N(C(=O)CCC(=O)Nc1ccccn1)C1CCCCC1 (centres undefined)	-6	12	2	-2	0.0	-11	0.2	1.2
CCOC(=O)N1CCN(C(=O)CS(=O)(=O)c2cn(Cc3ccc(F)cc3)c3ccccc23)CC1	2	-12	-1	x	0.1	-2	x	0.9
Cc1cccc(NC(=O)COC(=O)COc2ccc3c(c2)CCC3)c1	10	-4	-4	2	-0.5	-6	x	1.5
C=C(C)C(=O)Nc1cccc(C2=NOC3(C2)C[C@@H](C(N)=O)N(C(=O)c2cc([N+](=O)[O-])cc([N+](=O)[O-])c2)C3)c1 (some centres undefined)	x	0	x	5	0.1	x	0.0	-5.0
N=c1ccn(CC(=O)NC(N)=O)c2ccccc12	2	14	-1	2	x	5	x	2.0
Cn1c(-c2ccc(F)cc2)cc2onc(-c3ccccc3Cl)c2c1=O	-5	-1	-4	-17	-0.1	-14	-0.2	-0.8
CCNC(=S)N1CCC(NC(=O)c2ccco2)CC1	0	-2	x	2	-0.1	-13	0.1	-2.6
CO[C@@H]1CN(C)C(=O)c2ccc(NC(C)=O)cc2OC[C@H](C)N(C(=O)c2cnccn2)C[C@@H]1C	-8	x	2	-5	0.3	-8	-0.1	0.5
COC(=O)c1ccc(NC(=O)Cn2nc(C)c3ccccc3c2=O)cc1	-8	3	0	0	0.0	-13	0.2	-0.8
CSc1nncc(/C(C)=N/O)n1	-14	-2	-1	15	0.0	-17	x	x
CCN1CCN(Cc2ccc(NC(=O)c3cc(NC(=O)c4cc5cccc(OC)c5o4)cc(OC)c3)cc2C(F)(F)F)CC1	2&-7	-1&9	-10&-2	12&9	-0.2&-0.3	94*!	0.2&0.5	-1.1&-4.3
CCOC(=O)C1CCN(C(=O)COc2ccc3c(c2)OCO3)CC1	8	5	3	-1	0.0	-1	0.0	-1.1
COc1ccc(CN=Cc2c(C(=O)O)[nH]c3ccccc23)cc1	u	x	1	-3	0.1	-7	x	-1.1
COCc1cn(CC[C@@H]2CC[C@@H](NC(=O)Nc3ccc4c(c3)OCO4)[C@@H](CO)O2)nn1	-3&-5	-5	3&1	12&1	-0.2&0.0	-2&-9	u	-1.8&-2.3
CO[C@H](CN(C)S(=O)(=O)c1ccccc1)[C@H](C)CN(C(=O)Nc1ccccc1F)[C@H](C)CO	1	5	2	6	0.0	1	-0.1	2.8
N#C[C@H]1N[C@H](CO)[C@H]1c1ccc(C#Cc2ccc(F)cc2)cc1	55*	-1	-3	-7	0.3	-26	-0.5	1.0

3 entries out of the list above, sorted by the number in RAD52 inh, highest first.
Compound | RAD52 inh
CC(C)c1ccc(C2(C)NC(=O)N(CC(=O)NCC3COc4ccccc4O3)C2=O)cc1 (centres undefined) | 1
COc1ccc(CN=Cc2c(C(=O)O)[nH]c3ccccc23)cc1 | -7
COc1ccc2c3c([nH]c2c1)[C@@H](CO)N(Cc1ccncc1)CC31CCN(C(=O)CN(C)C)CC1 | -25

(listing goes on)
SMILES	DENV2 CPE	RAD54 inh	Casp6 inh	GSIS activator	XiGFP reactiv	RAD52 inh	E-selectin induc	F508del corr
O=c1cc(-c2ccccc2)[nH]n1-c1ccc([N+](=O)[O-])cc1	-6	-5	2	-7	x	-9	x	-1.8
COc1ccc2nc(C)cc(Nc3ccc(C)cc3)c2c1	12	57*	1	7	0.0	36	-0.1	-0.2
COc1ccc(C(=O)NC(C)c2ccncc2)cc1S(=O)(=O)N(C)Cc1ccccc1 (centres undefined)	-3	1	-9	13	0.3	-6	x	1.4
Cc1noc(C)c1NC(=O)Nc1ccc2c(c1)C(=O)N([C@H](C)CO)C[C@H](C)[C@@H](CN(C)C(=O)Nc1ccc(C(F)(F)F)cc1)OCCCC[C@@H](C)O2	-3	-9	0	-7	0.0	-7	-0.2	-2.4
CCC1CCCCN1CCCNC(=O)c1ccc2nc(N3CCCCC3)sc2c1 (centres undefined)	-4	7	-9	18	0.0	6	x	-2.4
CCOc1ccc(S(=O)(=O)NCCC(=O)N2CC(C)OC(C)C2)cc1 (centres undefined)	-1	x	2	5	-0.1	-12	-1.9	-0.1
CCOC(=O)C1=CNS(=O)(=O)NC1CCc1ccccc1 (centres undefined)	-13	2	-2	-14	-0.1	-3	x	7.1
O=C(c1cc(-c2ccncc2)nc2ccc(Cl)cc12)N1CCN(Cc2ccc3c(c2)OCO3)CC1	-4	x	2	9	-0.1	-7	1.7	-1.2
NCC1CCC(C(=O)Oc2ccc(CCC(=O)O)cc2)CC1 (centres undefined)	-9	-5	-1	11	-0.1	9	-0.4	-4.6
Cc1ccc([N+](=O)[O-])c(OCC(=O)OCC(=O)c2ccccc2)c1	u	-6	1	-6	-0.1	-8	-0.8	-2.3
Cc1cccc(C(=O)NNC(=O)c2cccc(C)c2)c1	2	-4	-1	6	0.5	6	2.2	x
Cc1cc(C)cc(NS(=O)(=O)Cc2ccccc2)c1	3	0	2	0	-0.1	-9	0.3	-1.2
COc1ccc(NC(=O)CCCNC(=O)Cn2cnc3sc4c(c3c2=O)CCCC4)cc1OC	5	7	4	18	0.2	-3	0.3	-1.2
FC(F)(F)c1cccc(-c2ccc(/C=N/Nc3nncc(-c4ccccc4)n3)o2)c1	3	x	0	x	0.0	-5	4.7	1.9
Nc1nc(-c2ccccc2)nn1C(=O)c1ccco1	1	x	4	5	1.9	-8	2.3	-1.7
O=C(CN(c1ccccc1)S(=O)(=O)c1ccccc1)NCCSc1ccccn1	7	x	0	34	0.0	-24	x	0.6
Cc1ccc(N(CC(=O)NC2CCCC2)C(=O)CNC(=O)c2cccs2)cc1F	u	5	0	10	0.0	-10	-0.2	0.5

Part of the list above in order of SMILES length, smallest number first.
SMILES	DENV2 CPE	RAD54 inh	Casp6 inh	GSIS activator	XiGFP reactiv	RAD52 inh	E-selectin induc	F508del corr
O=c1cc(-c2ccccc2)[nH]n1-c1ccc([N+](=O)[O-])cc1	-6	-5	2	-7	x	-9	x	-1.8
Cc1ccc([N+](=O)[O-])c(OCC(=O)OCC(=O)c2ccccc2)c1	u	-6	1	-6	-0.1	-8	-0.8	-2.3
Cc1ccc(N(CC(=O)NC2CCCC2)C(=O)CNC(=O)c2cccs2)cc1F	u	5	0	10	0.0	-10	-0.2	0.5
O=C(c1cc(-c2ccncc2)nc2ccc(Cl)cc12)N1CCN(Cc2ccc3c(c2)OCO3)CC1	-4	x	2	9	-0.1	-7	1.7	-1.2
